KB-V1 MDR tox: KB-V1 MDR subline cytotoxicity. KB-V1 MDR cells viability, CellTiter-Glo, 72 h. Potency, µM (doses to about 46.1 µM), without a hit: top-dose activity change, negative = cytotoxicity, most hits filed as cytotoxic. 400,000 tested, 3.4% active; also: potency is read from the fitted curve at half-maximal effect; % is scaled to controls: 0 for no effect and ±100 for the full control effect; nearly all actives have a fitted effect of over 60% in size
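KB-V1 MDR subline cells in DMEM (phenol-red free, 10% FBS) exposed to compounds in qHTS concentration series for 72 h at 37 degrees C. Viability read by CellTiter-Glo luminescence; concentration-effect curves fitted after normalization and correction.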
HT1080 IDH1KD tx: toxicity to HT-1080 IDH1 knockdown cells (counter line); HT-1080 IDH1 knockdown viability, ATP luminescence, 48 h; Potency, µM (top dose mostly 46.1 µM), for inactives: top-dose activity, negative = toxicity, most hits filed as cytotoxic; 360,000 tested, 2% active; AID 686971;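 also: potency is read from the fitted curve at half-maximal effect; 0% = DMSO wells and -100% = cell-free medium wells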
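In this qHTS, HT-1080 cells depleted of IDH1 are exposed for 48 h at 37 °C to compound titrations. Toxicity is scored from CellTiter-Glo luminescence, with DMSO as full viability and medium alone as none.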
MCF10A rerep: inducers of DNA re-replication in MCF 10A breast cells | AID 624296 | MCF 10A DNA re-replication, Hoechst nuclear intensity, 48 h | 350,000 tested, 2.9% active | Potency, µM (highest dose often 46.1 µM), for inactives: at the highest dose activity, positive = re-replication, hits mostly activators; also: potency is read from the fitted curve at half-maximal effect; % of control where 0% means no effect; nearly all actives have a fitted effect of over 50% in size
IL-1B inflam inh: blocks inflammasome-driven IL-1 beta release; THP-1 LPS/ATP IL-1B secretion, AlphaLISA, 16 h; hits give low values; activity change, % at 57.5 µM; 360,000 tested, 4.7% active; AID 743279; in the data active = activity change below about -50%; inconclusive = mostly about -30% to -49%; also: % is scaled to controls: 0 for no effect and ±100 for the full control effect
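THP-1 cells pretreated 1 hr with compounds (up to 57.5 uM final), then stimulated with LPS (250 ng/mL final) plus ATP (1.25 mM final); secreted IL-1B measured by AlphaLISA after 16 hr, decreased signal indicating inhibition.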
SW480 rereplic: induces DNA re-replication in SW480 colon adenocarcinoma cells; SW480 DNA re-replication, Hoechst DNA content imaging, 48 h; Potency, µM (series often up to 46.1 µM), for the others: at the top dose re-replication activation, most hits filed as activators; 340,000 tested, 1.8% active; AID 624297; also: potency is read from the fitted curve at half-maximal effect; % of control where 0% means no effect; nearly all actives have a fitted effect of over 55% in size
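Readout is total intensity of Hoechst-stained nuclei, excited at 405 nm and collected at 500-530 nm. Compound treatment lasted 48 hr at 37 C in 5% CO2 before staining.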
HT1080-NT tox: kills 2HG-producing HT-1080-NT fibrosarcoma cells. HT-1080-NT fibrosarcoma viability, CellTiter-Glo ATP luminescence, 48 h. Potency, µM (top dose mostly 46.1 µM), for the others: at the top dose activity, negative = less viability, usual class: cytotoxic. 360,000 tested, 1.6% active;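 also: NT is the 2HG producing partner of a matched IDH1 knockdown line; potency is read from the fitted curve at half-maximal effect; 0% = DMSO-treated cells and -100% = media-only wells without cells; nearly all actives have a fitted effect of over 55% in size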
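HT-1080-NT fibrosarcoma cells (2HG-overproducing), 750 cells/well in RPMI with 5% FBS, dosed after 2 h and incubated 48 h at 37C. CellTiter-Glo luminescence normalized to DMSO and no-cell wells; concentration-response curves fitted and classed.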
DRD3 agonist: agonists of human D3 dopamine receptor | D3R DiscoveRx beta-arrestin cells, luminescence, 90 min | max activation, % | 410,000 tested, 0.58% active | P35462; in the data active = max activation above about 30%; also: 0% is about no effect; mostly tested at two doses, the higher about 12 µM
Target sequence (P35462 whole entry, looked up): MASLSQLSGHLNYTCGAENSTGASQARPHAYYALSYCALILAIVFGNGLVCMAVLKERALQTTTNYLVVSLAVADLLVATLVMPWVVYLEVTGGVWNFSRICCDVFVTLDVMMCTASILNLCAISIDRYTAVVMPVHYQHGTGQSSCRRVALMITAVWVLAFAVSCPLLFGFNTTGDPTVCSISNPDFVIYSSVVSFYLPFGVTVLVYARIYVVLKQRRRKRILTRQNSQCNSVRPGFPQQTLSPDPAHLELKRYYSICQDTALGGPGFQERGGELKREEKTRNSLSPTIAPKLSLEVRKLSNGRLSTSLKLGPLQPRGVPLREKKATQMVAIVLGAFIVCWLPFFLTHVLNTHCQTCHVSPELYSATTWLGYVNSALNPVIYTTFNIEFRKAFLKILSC
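Agonist-mode cell screen: cells plated at 1500/well and incubated overnight at 37 °C, then exposed to library compounds for 90 min at 37 °C. Detection reagent was added for 30–60 min at room temperature, and luminescence was read.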
KB-3-1 tox: kills parental KB-3-1 adenocarcinoma cells; KB-3-1 viability, CellTiter-Glo ATP luminescence, 72 h; Potency, µM (doses to about 46.1 µM), without a hit: at the top dose activity change, negative = cytotoxic, usual class: cytotoxic; 400,000 tested, 1.4% active; AID 1347075; also: potency is read from the fitted curve at half-maximal effect; % is scaled to controls: 0 for no effect and ±100 for the full control effect; nearly all actives have a fitted effect of over 60% in size
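Parental KB-3-1 adenocarcinoma cells in phenol-red-free DMEM with 10% FBS were pin-treated with compounds at several concentrations, incubated 72 h at 37 °C, and viability read by CellTiter-Glo luminescence; concentration-effect curves were fitted after normalization.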
GLP1R cytotox: cytotoxicity counter-screen for GLP-1 receptor inverse agonists; 410,000 tested, 0.13% active; HEK293 cAMP-luciferase reporter cells, luminescence, 24 h; Potency, µM (series often up to 38.3 µM), for the others: at the top dose activity change, negative = inhibition, hits mostly inhibitors;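 also: loss of luciferase light is scored as toxicity; potency is read from the fitted curve at half-maximal effect; % is scaled to controls: 0 for no effect and ±100 for the full control effect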
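Cells in DMEM/10% Nu serum/1% pen-strep, 1536-well format. Pre-incubated 12 h, dosed with 23 nL compound, incubated a further 24 h. Luciferase detection, 12 min at room temp, luminescence.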
* marks the source's active call; other numbers are inactive results; ? = inconclusive; nt = not tested or not shown; & = joins results of further samples; [ ] = another dose, or the depositor's remark. Unless noted, calls follow the shape of the dose curve; as a rule, active = well fitted curve in the direction sought with a large enough effect; inconclusive = small, poorly fitted or top-dose-only effect, or another doubt; inactive = no such curve, though single readings can be large; an effect the other way counts as inactive or inconclusive.

Assay codes – A = KB-V1 MDR tox; B = HT1080 IDH1KD tx; C = MCF10A rerep; D = IL-1B inflam inh; E = SW480 rereplic; F = HT1080-NT tox; G = DRD3 agonist; H = KB-3-1 tox; I = GLP1R cytotox
> CN(C)CCNc1nc2c(c(=O)[nH]c(=O)n2C)n1CCOc1ccccc1
  A = 1.9%	B = -16.0%	C = 0.9%	D = -14.0	E = -6.1%	F = -6.4%	G = -12.2	H = -5.5%	I = 19.5%
> COc1ccc(-c2cc(C(=O)Nc3ccc(S(=O)(=O)Nc4onc(C)c4C)cc3)c3ccccc3n2)cc1
  A = -29.3%	B = -4.8%	C = ?	D = -10.5	E = -18.8%	F = -1.3%	G = -6.4	H = -10.5%	I = -16.9%
> Cc1cccc(C)c1NC(=O)COC(=O)CCc1ccc(S(=O)(=O)N2CCCCC2)cc1
  A = 20.6%	B = 10.4%	C = -1.9%	D = 19.3	E = -1.5%	F = 8.6%	G = -3.9	H = 14.0%	I = -15.8%
> O=C(c1ccccc1F)N1CCN(S(=O)(=O)c2ccc(S(=O)(=O)N3CCCCC3)cc2)CC1
  A = -1.7%	B = 8.6%	C = -4.1%	D = 17.3	E = -3.1%	F = 9.2%	G = 8.4	H = -2.9%	I = 2.4%
> Cc1ccc(NC(=O)CN2C(=O)N/C(=C\c3cccnc3)C2=O)cc1
  A = 3.2%	B = 12.7%	C = -9.1%	D = 8.5	E = -21.5%	F = -1.6%	G = 1.9	H = 6.5%	I = 6.8%
> Cn1c(=O)n(C)c2cc(/C=N/NC(N)=S)ccc21
  A = ?	B = 2.3%	C = -43.5%[inhibitor]	D = 32.6	E = 2.9%	F = 10.0%	G = 0.5	H = -7.0%	I = -0.5%
> Cc1c(NC(=O)C(C)OC(=O)CCOc2ccccc2)c(=O)n(-c2ccccc2)n1C (stereo not given)
  A = 4.4%	B = 4.2%	C = 0.3%	D = 6.8	E = 0.1%	F = 2.8%	G = -2.0	H = 0.4%	I = 18.1%
> CC(=O)c1ccc(OC(C)C)c(CSC(=N)N)c1
  A = -1.4%	B = 6.1%	C = ?	D = ?	E = -5.5%	F = -2.1%	G = -3.0	H = ?	I = -15.2%
> CCn1c(SCC(N)=O)nnc1-c1ccc(OC)c(OC)c1
  A = 2.2%	B = 0.5%	C = -1.7%	D = 2.0	E = -12.3%	F = 13.1%	G = 0.9	H = 1.8%	I = 4.6%
> COc1ccccc1CN1C[C@@H]2C[C@@H](c3[nH]c4ccc(C)cc4c3C)N3CCC[C@@]23C1=O
  A = 12.4%	B = -4.7%	C = ?	D = -16.7	E = 16.7%	F = -15.1%	G = 2.5	H = -1.1%	I = 1.2%
> Cc1nnc(SCC(=O)NCc2cccc(F)c2)c2nn(-c3ccccc3)c(C)c12
  A = -12.4%	B = nt	C = nt	D = nt	E = nt	F = nt	G = -13.0	H = -7.9%	I = -18.1%
> COc1ccc(CNC(=O)c2nn(C)c3c2CS(=O)(=O)c2ccccc2-3)cc1
  A = -4.2%&0.3%	B = -9.4%	C = -5.8%	D = -27.0	E = -6.7%	F = -11.5%	G = -4.0&3.4	H = -0.4%&9.5%	I = 7.7%&4.5%
> Cc1c(C=N)c(O)n(C)c(=O)c1C#N
  A = 15.6%	B = 0.8%	C = 0.3%	D = 11.2	E = -2.9%	F = 11.6%	G = 1.0	H = 8.0%	I = -10.9%
> Cc1cccc(NC(=S)NNc2ncc(C(F)(F)F)cc2Cl)c1
  A = 14.6µM*	B = -16.6%	C = 24.4%	D = -13.6	E = 3.7%	F = -1.5%	G = -15.0	H = ?	I = -16.6%
> CCOC(=O)CC(=O)CSc1nc2c(c(-c3cccs3)c1C#N)CCC2
  A = 2.0%	B = 8.7%	C = -5.6%	D = 23.3	E = 0.8%	F = -1.4%	G = -1.5	H = -2.7%	I = 4.3%
> Cc1cc(O)cc2c1C1CCC3(C)C(O)CCC3C1C=C2 (stereo not given)
  A = ?	B = 18.4µM*	C = ?	D = -13.6	E = ?	F = ?	G = -7.3	H = ?	I = -17.5%
> O=C1/C(=C/c2cccnc2)SC(=S)N1CC1CCCO1 (stereo not given)
  A = -18.3%	B = -19.0%	C = 13.1%	D = -102.8*	E = -0.4%	F = -2.2%	G = -0.1	H = ?	I = 8.9%
> CCN(C(=O)COC(=O)c1cccnc1Nc1ccccc1F)C1CCS(=O)(=O)C1 (stereo not given)
  A = -5.7%	B = -8.2%	C = -1.5%	D = 11.8	E = 3.2%	F = 0.4%	G = -1.9	H = -1.8%	I = -5.8%
> Cc1cccc(CN2CCN(CC(=O)NCc3cccs3)C2=O)c1
  A = -5.6%	B = 7.4%	C = 2.0%	D = 21.1	E = -7.4%	F = 5.7%	G = -8.8	H = 0.0%	I = -25.9%
> COC(=O)c1c(-c2c(Cl)cccc2Cl)noc1NC(=O)NN1CCCCC1
  A = -23.5%	B = ?	C = ?	D = nt	E = 0.1%	F = ?	G = -5.7	H = -10.6%	I = -5.3%

Sorted by length of the SMILES (rising): five of the compounds above.
Assay codes – A = KB-V1 MDR tox; B = HT1080 IDH1KD tx; C = MCF10A rerep; D = IL-1B inflam inh; E = SW480 rereplic; F = HT1080-NT tox; G = DRD3 agonist; H = KB-3-1 tox; I = GLP1R cytotox
> Cc1c(C=N)c(O)n(C)c(=O)c1C#N
  A = 15.6%	B = 0.8%	C = 0.3%	D = 11.2	E = -2.9%	F = 11.6%	G = 1.0	H = 8.0%	I = -10.9%
> O=C1/C(=C/c2cccnc2)SC(=S)N1CC1CCCO1 (stereo not given)
  A = -18.3%	B = -19.0%	C = 13.1%	D = -102.8*	E = -0.4%	F = -2.2%	G = -0.1	H = ?	I = 8.9%
> Cc1cccc(CN2CCN(CC(=O)NCc3cccs3)C2=O)c1
  A = -5.6%	B = 7.4%	C = 2.0%	D = 21.1	E = -7.4%	F = 5.7%	G = -8.8	H = 0.0%	I = -25.9%
> Cc1cccc(NC(=S)NNc2ncc(C(F)(F)F)cc2Cl)c1
  A = 14.6µM*	B = -16.6%	C = 24.4%	D = -13.6	E = 3.7%	F = -1.5%	G = -15.0	H = ?	I = -16.6%
> CCN(C(=O)COC(=O)c1cccnc1Nc1ccccc1F)C1CCS(=O)(=O)C1 (stereo not given)
  A = -5.7%	B = -8.2%	C = -1.5%	D = 11.8	E = 3.2%	F = 0.4%	G = -1.9	H = -1.8%	I = -5.8%

Going on with the list:
Assay codes – A = KB-V1 MDR tox; B = HT1080 IDH1KD tx; C = MCF10A rerep; D = IL-1B inflam inh; E = SW480 rereplic; F = HT1080-NT tox; G = DRD3 agonist; H = KB-3-1 tox; I = GLP1R cytotox
> Cc1cc(OCC(=O)Nc2cc(C(C)(C)C)on2)ccc1[N+](=O)[O-]
  A = nt	B = 5.5%	C = 2.1%	D = 11.4	E = -2.0%	F = 3.0%	G = 18.9	H = nt	I = -14.7%
> CCC(=O)c1cc(-c2nc3ccccc3n2C)n(C)c1
  A = 3.6%	B = 16.5%	C = 10.7%	D = 9.7	E = 0.1%	F = ?	G = -3.8	H = 19.6%	I = -1.0%
> O=C(CN1CCC(NC(=O)Nc2ccccc2)CC1)Nc1cccc([N+](=O)[O-])c1
  A = -14.7%	B = -9.0%	C = 5.4%	D = ?	E = -5.5%	F = -0.9%	G = 13.0	H = 14.9%	I = ?
> O=C(NCc1ccc2c(c1)OCO2)c1nc(S(=O)(=O)Cc2ccccc2)ncc1Cl
  A = ?	B = 16.4µM*	C = ?	D = -104.1*	E = ?	F = 16.4µM*	G = -29.5	H = 20.6µM*	I = -4.2%
> O=C(CN1CCN(c2ccccc2)CC1)NCc1ccc(F)cc1
  A = -8.3%	B = 16.6%	C = -0.3%	D = -16.6	E = -4.3%	F = 4.1%	G = -9.3	H = 5.8%	I = 20.4%
> CCCOc1ccc(F)cc1-c1cc(C(=O)Nc2ccc(C(C)C)cc2)[nH]n1
  A = 0.0%	B = 23.1µM*	C = nt	D = 0.0	E = nt	F = ?	G = -7.3	H = ?	I = ?

Rows were taken by chance; about 11% have a hit in one of these screens.
